Bioassay records: PubChem, National Center for Advancing Translational Sciences (NCATS)
Shiga toxin inh: inhibitors of Shiga toxin in Vero cells; inhibition, % at 38.7 µM; 9.2% of 290,000 active; Vero cells, Shiga toxin protein synthesis inhibition reporter; in the data active means inhibition mostly above about 28%, no sharp cut-off; inactive means mostly below about 43%; further: 0% is about no effect
Giardia FBPA inh: blocks Giardia fructose-bisphosphate aldolase activity; purified Giardia FBPA; Potency, µM (doses to about 59.6 µM), for inactives: at the top dose activity, negative = inhibition, usual class: inhibitors; 0.71% of 290,000 active; AID 2451; further: potency means the concentration at half of the fitted maximal effect; on the % scale 0 is the no-effect control and ±100 the full control effect; nearly all actives have a fitted effect of over 55% in size
Target sequence (A8B2U2 whole entry, looked up): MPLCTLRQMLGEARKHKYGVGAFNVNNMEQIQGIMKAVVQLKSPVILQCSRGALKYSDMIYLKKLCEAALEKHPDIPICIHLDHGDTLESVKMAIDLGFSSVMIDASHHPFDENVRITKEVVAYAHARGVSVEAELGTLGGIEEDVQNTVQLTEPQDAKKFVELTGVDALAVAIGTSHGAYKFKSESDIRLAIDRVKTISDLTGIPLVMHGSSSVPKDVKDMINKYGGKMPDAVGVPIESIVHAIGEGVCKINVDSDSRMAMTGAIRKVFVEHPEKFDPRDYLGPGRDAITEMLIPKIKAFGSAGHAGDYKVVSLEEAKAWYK
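Giardia FBPA (40 nM reagent) was preincubated 10 min at RT with compound (up to 57.5 uM final), then substrate plus GAPDH/TPI/NAD/arsenate coupling system with diaphorase/resazurin was added; resorufin fluorescence (525/598 nm) was read after 20 min.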
AmpC detergent: inhibitors of E. coli AmpC beta-lactamase with detergent; AmpC hydrolysis of nitrocefin, absorbance 480 nm, 0.01% Triton; 0.041% of 370,000 active; P00811; Potency, µM (titrated, usually from 114 µM), for inactives: top-dose activity change, negative = inhibition, hits mostly inhibitors;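 further: potency means the concentration at half of the fitted maximal effect; 0% = no-compound wells and -100% = no-enzyme wells; nearly all actives have a fitted effect of over 25% in size; some results filed as inactive show a strong effect at the top dose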
Target sequence (P00811 whole entry, looked up): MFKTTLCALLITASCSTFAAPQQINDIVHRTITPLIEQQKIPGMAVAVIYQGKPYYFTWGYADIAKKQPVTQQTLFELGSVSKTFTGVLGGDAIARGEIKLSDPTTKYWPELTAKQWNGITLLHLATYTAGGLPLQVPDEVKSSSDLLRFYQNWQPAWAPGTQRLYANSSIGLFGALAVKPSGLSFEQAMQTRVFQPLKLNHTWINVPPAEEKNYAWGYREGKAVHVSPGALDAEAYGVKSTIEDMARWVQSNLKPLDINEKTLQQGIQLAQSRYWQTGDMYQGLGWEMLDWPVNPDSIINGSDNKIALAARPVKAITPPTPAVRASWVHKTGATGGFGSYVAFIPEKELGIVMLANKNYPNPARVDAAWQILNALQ
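20 mM phosphate pH 7.0 + 0.01% (detergent screen) or 0.0001% Triton X-100; 5.3 nM AmpC reagent; cpd preinc 15 min RT; nitrocefin (800 uM stock) to start; A480 q20 s × 4 min; Activity was normalised to no-enzyme and no-compound control wells.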
HCMV inh: blocks human cytomegalovirus replication; HFF cells, HCMV-luciferase reporter, 72 h; active compounds read low; activity change, negative = inhibition, % at 57.5 µM; 4.5% of 410,000 active; in the data active means activity change below about -60%; inconclusive means no clear call, values can overlap the other calls; inactive means above about -39%; further: on the % scale 0 is the no-effect control and ±100 the full control effect
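Compounds were evaluated in HFFs infected with an HCMV luciferase reporter virus (MOI 1 PFU/cell). Luciferase in lysates collected 72 h post infection served as the replication measure.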
AmpC no deterg: inhibitors of E. coli AmpC beta-lactamase without detergent | P00811 | AmpC nitrocefin hydrolysis, absorbance 480 nm, 0.0001% Triton | Potency, µM (highest dose often 57.1 µM), for the others: at the highest dose activity change, negative = inhibition, most hits filed as inhibitors | 0.52% of 330,000 active | AID 485341;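 further: potency means the concentration at half of the fitted maximal effect; plate controls were no compound for no effect and no enzyme for full effect; nearly all actives have a fitted effect of over 20% in size; some results filed as inactive show a strong effect at the top dose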
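20 mM phosphate pH 7.0 + 0.01% (detergent screen) or 0.0001% Triton X-100; 5.3 nM AmpC reagent; cpd preinc 15 min RT; nitrocefin (800 uM stock) to start; A480 q20 s × 4 min; Activity was normalised to no-enzyme and no-compound control wells.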
CHX counter: affects cycloheximide protein synthesis inhibition readout, counter-screen. cell reporter, cycloheximide protein synthesis inhibition counterscreen. max response, %. 12% of 300,000 active; in the data active means max response mostly above about 13%, no sharp cut-off; inactive means mostly below about 14%; further: read at 38.3 µM for the half of the compounds with a filed dose; 0% is about no effect
AMA1 RON2 block: inhibitors of Plasmodium falciparum AMA1-RON2 interaction; AlphaScreen AMA1-biotinylated RON2 peptide binding; Potency, µM (top dose mostly 58.2 µM), for inactives: top-dose activity change, negative = inhibition, hits mostly inhibitors; 0.2% of 360,000 active;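 further: potency means the concentration at half of the fitted maximal effect; 0% = vehicle wells and -100% = peptide control; nearly all actives have a fitted effect of over 45% in size; some results filed as inactive show a strong effect at the top dose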
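AMA1 (3D7) with his tag at 25 nM final met compounds first, then biotinylated RON2 peptide at 25 nM; detection used donor plus acceptor beads, 10 µg/mL apiece, read by AlphaScreen after 30 min at room temperature.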
An asterisk follows results filed as active; u = inconclusive; x = not tested or not shown; & = joins results of further samples; [ ] = another dose, or the depositor's remark. Unless noted, the call rests on the fitted dose curve; in most records, active means well fitted curve in the direction sought with a large enough effect; inconclusive means small, poorly fitted or top-dose-only effect, or another doubt; inactive means no such curve, though single readings can be large; an effect the other way counts as inactive or inconclusive.

SMILES	Shiga toxin inh	Giardia FBPA inh	AmpC detergent	HCMV inh	AmpC no deterg	CHX counter	AMA1 RON2 block
COCC(C)N=C1NN=C(c2c[nH]c3ccccc23)CS1 (stereo unspecified)	53*	2%	-4%	252	-38%	64*	67%[activator]
Cc1nc(N2CCc3ccccc3C2)[nH]c(=O)c1CCC(C)C	-18	3%	-11%	63	-15%	-3	-1%
CCOc1ccc(N(C)S(=O)(=O)c2ccc(C)c(C(=O)NCc3ccccc3OC)c2)cc1	x	x	-13%	-12	-17%	x	-5%
CCOC(=O)c1c(NC(=O)CCN2C(=O)c3cccc([N+](=O)[O-])c3C2=O)sc(C(=O)OC(C)C)c1C	21	1%	u	13	-51%	-3	0%[11.6 µM]
CCOC(=O)C1=C(C)NC(=O)NC1c1ccc(OCCO)c(OC)c1 (stereo unspecified)	-12	8%	-4%	1	-2%	-2	9%
COC(=O)c1ccc(NC(=O)NS(=O)(=O)c2ccc(C)cc2)cc1	6	8%	u	17	-6%	-2	-11%
CCN(CC)c1ccc2cc(S(=O)(=O)c3ccc(C)cc3)c(=O)oc2c1	18	4%	-3%	u	-28%	-2	20%
Cc1ccc(S(=O)(=O)Nc2ccc(NS(=O)(=O)c3ccc(C)cc3)c3ncccc23)cc1	10	-11%	x	x	x	13	x
CN(C)c1cccc(C(=O)N/N=C/c2ccsc2)c1	80*	-11%	-9%	37	-28%	67*	0%
Cc1ccc2nc(N3CCN(C(=O)CCCC(=O)O)CC3)nc(-c3ccccc3)c2c1	-1	8%	0%	31	14%	-8	9%
COc1ccc(C(=O)COC(=O)C2COc3ccccc3O2)cc1F (stereo unspecified)	x	x	x	11	-12%	x	4%
O=C(NC1CCCC1)C1CCCN1S(=O)(=O)c1cccc2cccnc12 (stereo unspecified)	-12	-3%	u	14	-5%	-6	0%
CN(C)c1ccc2nc3c(=O)[nH]c(=O)nc-3n(CC(O)C(O)C(O)CO)c2c1 (stereo unspecified)	-1	-9%	3%	-30	-12%	-3	-9%
CN(C)S(=O)(=O)N1CCC(CO)(CCc2ccccc2)CC1	-4	3%	3%	-25	20%	-2	11%
Nc1c(C(=O)OCC2CCCO2)c2nc3ccccc3nc2n1C1CCCCC1 (stereo unspecified)	5	-25%	-5%	-31	-18%	-4	1%
O=C(O)CCCCC1CCSS1 (stereo unspecified)	3	15%&10%&-17%	50µM*	-30	16µM*	-1	9%
CC(CSc1nnnn1-c1ccccc1)Cn1c(N2CCCC2)nc2c1c(=O)[nH]c(=O)n2C (stereo unspecified)	-16	4%	-11%	22	30%	-2	-11%
CC(=O)N(Cc1ccccc1)c1ncc2c(n1)c(=O)c(C#N)c1ccccn12	-8	u	-10%	u	-32%	1	-5%
CSC1=NCCN1S(=O)(=O)c1ccccc1	0	-1%	5%	18	-17%	4	4%
CC(C)NC(=O)c1ccc(N(Cc2ccc(Cl)cc2)S(C)(=O)=O)cc1	-6	1%	4%	17	66%[activator]	-4	-5%
Cc1ccc(/C=N/NC(=O)c2ccccn2)s1	44*	-1%	-12%	104	-18%	49*	28%
CC(CC(=O)N(CCC1=CCCCC1)c1c(N)n(Cc2ccccc2)c(=O)[nH]c1=O)c1ccccc1 (stereo unspecified)	x	x	-16%	-3	-28%	x	-1%
CC(=O)Nc1ccc(S(=O)(=O)Oc2ccc(/C=N/NC(=O)c3ccc(Cl)cc3)cc2)cc1	15	4%	5%	-4	-21%	2	-8%
CCN(CC)CCSc1nc2ccccc2n1Cc1ccccc1	-8	u	2%	4	48%	-5	12%
CC(C)(C)NC(=O)CN(C(=O)C1CSC(=O)C1)c1ccc2c(c1)OCCO2 (stereo unspecified)	34*	0%	-3%	-19	-11%	36*	-5%
O=C(Nc1cc(Cl)ccc1N1CCOCC1)c1cnccn1	9	9%	-6%	-25	-38%	1	15%
Cn1c(SCC(=O)Nc2cc(C(C)(C)C)nn2-c2ccccc2)nc2ccccc21	-9	-4%	u	u	38%	-1	1%
S=c1[nH]nc(-c2ccc(Cl)cc2)n1Cc1ccccc1	-14	13%	-5%	u	-19%	0	58%[activator]
CC(Oc1cc2oc(=O)c3c(c2cc1Cl)CCC3)C(=O)NCc1ccccn1 (stereo unspecified)	-3	-9%	-5%	0	54%	-4	-3%
O=C(O)C1CSC(c2ccc3c(c2)OCO3)N1 (stereo unspecified)	3	u	-10%	1	-39%	-4	5%
Cc1ccc(-c2cn(-c3ccccc3)c(SCC(N)=O)n2)cc1C	43*	-5%	u	16	35%	37*	-15%
Cn1[nH]c(=O)c2ccccc2c1=O	-17	-17%	1%	22	-12%	0	3%
CCC(C)Cn1c(O)cc2nn(-c3nc4ccccc4s3)c(=O)c-2c1C (stereo unspecified)	29	0%	8%	-80*	18µM*	3	84%[activator]
O=C(Cc1cccs1)N/N=C\c1ccc([N+](=O)[O-])s1	33	-6%	-11%	-10	-40%	29	0%
C=CC[C@H]1Cc2c(cccc2[N+](=O)[O-])[C@H](CC=C)N1	7	7%	-9%	-5	-20%	-4	-19%
O=C(NCC1(c2ccccc2)CCCC1)C1(c2ccccc2)CCCC1	2	-1%	0%	-32	-21%	-2	28%
COc1ccc(OCC(=O)Nc2ccccc2C(=O)N2CCCC2)cc1	-16	5%	0%	-6	-1%	-3	-10%
C=CCOC(=O)Nc1snnc1C	-6	7%	-12%	-16	-20%	12	3%
CC1CCCN(C(=O)c2ccc(NC(=O)CC3SC(N4CCCC4)=NC3=O)cc2)C1 (stereo unspecified)	x	x	-11%	-37	u	x	-12%
CC(=O)N1CCN(S(=O)(=O)c2ccc3c(c2)OCCO3)CC1	x	x	-4%	16	-9%	x	0%
CCCCNc1c(-c2ccc(SC3CCCCC3)cc2)nc2cnccn12	x	x	x	51&52	28%	x	64%&9%[activator]
C[C@H](C(=O)NCc1ccccc1)C(=O)c1ccccc1	-5	3%	-5%	6	-7%	-3	0%
O=C1CC(c2ccccc2)N1c1ccccc1 (stereo unspecified)	-8	18%	0%	29	-9%	1	3%
CCOc1ccc(C(=O)NCC(c2cccs2)N2CCOCC2)cc1 (stereo unspecified)	x	x	x	0	-16%	x	1%
CCOc1ccc(N(CC(=O)NCc2cccnc2)S(=O)(=O)c2ccc(F)cc2)cc1	-2	x	1%	112	31%	-2	19%

Reprinted at random: 2 records from the list
SMILES	Shiga toxin inh	Giardia FBPA inh	AmpC detergent	HCMV inh	AmpC no deterg	CHX counter	AMA1 RON2 block
C=CC[C@H]1Cc2c(cccc2[N+](=O)[O-])[C@H](CC=C)N1	7	7%	-9%	-5	-20%	-4	-19%
Cc1ccc(-c2cn(-c3ccccc3)c(SCC(N)=O)n2)cc1C	43*	-5%	u	16	35%	37*	-15%

The listing picks up, starting 7 compounds before the break.
SMILES	Shiga toxin inh	Giardia FBPA inh	AmpC detergent	HCMV inh	AmpC no deterg	CHX counter	AMA1 RON2 block
CC1CCCN(C(=O)c2ccc(NC(=O)CC3SC(N4CCCC4)=NC3=O)cc2)C1 (stereo unspecified)	x	x	-11%	-37	u	x	-12%
CC(=O)N1CCN(S(=O)(=O)c2ccc3c(c2)OCCO3)CC1	x	x	-4%	16	-9%	x	0%
CCCCNc1c(-c2ccc(SC3CCCCC3)cc2)nc2cnccn12	x	x	x	51&52	28%	x	64%&9%[activator]
C[C@H](C(=O)NCc1ccccc1)C(=O)c1ccccc1	-5	3%	-5%	6	-7%	-3	0%
O=C1CC(c2ccccc2)N1c1ccccc1 (stereo unspecified)	-8	18%	0%	29	-9%	1	3%
CCOc1ccc(C(=O)NCC(c2cccs2)N2CCOCC2)cc1 (stereo unspecified)	x	x	x	0	-16%	x	1%
CCOc1ccc(N(CC(=O)NCc2cccnc2)S(=O)(=O)c2ccc(F)cc2)cc1	-2	x	1%	112	31%	-2	19%
CCn1cc(CNC(=O)c2c(-c3c(Cl)cccc3Cl)noc2C)c(C)n1	14	4%	-13%	0	-7%	-2	-22%
COc1ccc(C(=O)CN2C(=O)NC(C)(c3ccccc3)C2=O)cc1OC (stereo unspecified)	-11	3%	-5%	2	-2%	-1	-4%
Cn1c(=O)c(=O)n(C)c2cc(S(=O)(=O)NCCOc3ccccc3Cl)ccc21	-11	2%	3%	-21	-13%	1	-3%
Cc1c(C(=O)OCC2CCCO2)[nH]c2c1C(=O)CC(c1ccc(N(C)C)cc1)C2 (stereo unspecified)	18	-28%	-11%	-28	-3%	-1	u
CC/C(=N\NC(N)=O)c1c(O)[nH]c(=O)[nH]c1=O	29	-24%	-3%	18	-6%	-2	47%[activator]
O=S1(=O)CCN2C=C(Cl)C=C(Cl)C2=N1	1	2%	u	-27	-12%	6	8%
CCCCCn1c(CN2CC(C)OC(C)C2)nc2c1c(=O)n(C)c(=O)n2C (stereo unspecified)	-4	6%	-10%	-22	1%	-3	10%
N=C1c2ccccc2CN1NC(=O)c1ccc(Br)cc1	16	-12%	-10%	-8	-35%	9	19%
Nn1c(SCC(=O)Nc2ccc(F)cc2F)nnc1-c1cccnc1	42	1%	-3%	28	-12%	25*	-2%
CCOc1ccccc1N(CC(=O)Nc1ccccc1C(=O)OC)S(C)(=O)=O	-5	9%	-5%	-21	3%	2	-5%
Cn1ncc(S(=O)(=O)Cc2ccccc2)c(Cl)c1=O	19	-13%	-3%	23	0%	9	17%
COc1ccc(S(=O)(=O)N(C)CC(=O)Nc2ccccc2C(F)(F)F)cc1	-25	4%	-6%	8	-1%	3	-3%
O=C(Oc1ccc(/C=N/Nc2nc(N3CCCCC3)nc(N3CCCCC3)n2)cc1)c1ccco1	-25	1%	-2%	36	-27%	5	4%
CCC(=O)Nc1ccc(C(=O)COC(=O)C(CCSC)NC(=O)COc2ccccc2)cc1 (stereo unspecified)	x	x	-17%	12	-18%	x	7%
CC(=O)c1cccc(NC(=O)/C(=C\c2ccco2)NC(=O)c2ccco2)c1	2	x	0%	29	-16%	9	-1%
O=c1[nH]cc(COCC(F)(F)C(F)(F)C(F)(F)F)c(=O)[nH]1	-11	6%	-3%	4	-2%	-2	-2%
COc1ccc(CC(=O)N2CCN(c3ccccc3OC)CC2)cc1	-4	0%	u	19	-13%	-1	-9%
